CHOP inh: blocks CHOP induction under ER stress; actives 3.8% (n = 220,000); inhibition, % at 10 µM; CHO-K1 CHOP-promoter luciferase, tunicamycin-induced, 15-18 h;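 active = compounds that reduced the stress-induced luciferase reporter signal by more than about 70% of percent inhibition, limit read from the data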;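 note: 0% = tunicamycin plus vehicle and 100% = wells without tunicamycin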
TNF death inh: inhibitors of TNF-alpha induced necroptosis in Jurkat FADD-/- cells | AID 463075 | actives 0.068% (n = 220,000) | Jurkat FADD-/- TNF necroptosis rescue, ATP luminescence, 24 h; 0 = TNF only, 100 = no-TNF cells | activation (protection from cell death), % at 10 µM;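 active = activation, meaning protection from cell death, of at least 50% relative to plate controls; inactive = activation below 50%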;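 note: necroptosis triggered by 40 ng/mL TNF-alpha added together with compound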
Wee1 stabilizer: blocks degradation of human Wee1 kinase. P30291. HeLa Luc-Wee1K328M stability, luciferase luminescence; 100% = proteasome inhibitor MG132 effect. reporter increase, % at 5 µM. actives 1.2% (n = 220,000);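 active = activation above the mean of all tested compounds plus 3 SD, set per screening run, cut at about 8.8% in these data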;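 note: cells exposed to compound for 20 h before luminescence read; 0% = DMSO alone and 100% = MG132 at 30 µM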
FXIIa inh 1536: inhibitors of human coagulation factor XIIa; actives 0.3% (n = 220,000); AID 800; inhibition, % at 5 µM; purified FXIIa, Boc-QGR-AMC fluorogenic substrate, 2 h; P00748; in the data active = inhibition above about 40%;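 note: 0% = enzyme with no compound and 100% = blank without enzyme; many of its hits are not listed in these tables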
PPC-1+TRAIL kill: kills PPC-1 cancer cells in the presence of TRAIL | PPC-1 cells + TRAIL, ATPLite viability luminescence | cell killing (% activity), % at 4 µM | actives 0.41% (n = 220,000) | AID 1443;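 active = cell killing above 50% in the first pass at 4 µM, then a duplicate retest at 5 µM averaging 50% or more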;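 note: plate controls were cells with TRAIL plus DMSO for no effect and medium-only wells lacking cells for full effect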
Tb hexokinase: T. brucei hexokinase 1 inhibition. AID 1430. actives 0.11% (n = 220,000). recombinant TbHK1, G6PDH-coupled NADH A340. inhibition, % at 10 µM;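 active = inhibition of 50% or more in the single-dose primary screen; inactive = inhibition below 50%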
FXIa inh 1536: inhibitors of human coagulation factor XIa | P03951 | purified FXIa, Boc-Glu-Ala-Arg-AMC fluorogenic substrate | inhibition, % at 5 µM | actives 0.14% (n = 220,000);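 active = inhibition of at least 40%; inactive = inhibition below 40%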;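 note: fluorescence of freed AMC excited at 355 nm; 0% = enzyme without compound and 100% = no enzyme blank; many of its hits are not listed in these tables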
Target sequence (P03951 19-387 limits assumed): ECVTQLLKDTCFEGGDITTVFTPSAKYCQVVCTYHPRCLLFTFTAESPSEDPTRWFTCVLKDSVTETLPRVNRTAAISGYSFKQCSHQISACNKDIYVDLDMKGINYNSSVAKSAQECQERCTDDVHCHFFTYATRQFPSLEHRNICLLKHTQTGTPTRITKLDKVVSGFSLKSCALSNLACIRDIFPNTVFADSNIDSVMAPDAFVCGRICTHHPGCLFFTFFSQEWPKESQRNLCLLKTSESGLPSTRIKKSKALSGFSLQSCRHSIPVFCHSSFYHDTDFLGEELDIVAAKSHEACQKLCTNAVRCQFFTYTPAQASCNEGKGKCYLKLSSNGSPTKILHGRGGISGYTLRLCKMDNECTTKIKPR
Target sequence (P03951 388-625 limits assumed): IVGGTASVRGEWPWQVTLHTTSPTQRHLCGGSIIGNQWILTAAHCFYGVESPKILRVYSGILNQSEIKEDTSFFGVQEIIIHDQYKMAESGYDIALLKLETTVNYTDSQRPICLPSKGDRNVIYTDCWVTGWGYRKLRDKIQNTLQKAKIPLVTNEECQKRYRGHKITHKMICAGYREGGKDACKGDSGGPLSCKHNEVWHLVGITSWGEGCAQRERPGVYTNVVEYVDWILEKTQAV
PGE2 EP2 inh: EP2 receptor (human) inhibition; C6 glioma cells expressing human EP2, cAMP TR-FRET; cells stimulated with saturating PGE2; P43116; inhibition, % at 25 µM; actives 0.52% (n = 260,000);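 active = percent inhibition above 40 after rounding to a whole number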;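 note: rat C6 glioma host cells with rolipram phosphodiesterase inhibitor present; the protocol text gives 20 µM as final concentration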
Target sequence (P43116 whole entry, looked up): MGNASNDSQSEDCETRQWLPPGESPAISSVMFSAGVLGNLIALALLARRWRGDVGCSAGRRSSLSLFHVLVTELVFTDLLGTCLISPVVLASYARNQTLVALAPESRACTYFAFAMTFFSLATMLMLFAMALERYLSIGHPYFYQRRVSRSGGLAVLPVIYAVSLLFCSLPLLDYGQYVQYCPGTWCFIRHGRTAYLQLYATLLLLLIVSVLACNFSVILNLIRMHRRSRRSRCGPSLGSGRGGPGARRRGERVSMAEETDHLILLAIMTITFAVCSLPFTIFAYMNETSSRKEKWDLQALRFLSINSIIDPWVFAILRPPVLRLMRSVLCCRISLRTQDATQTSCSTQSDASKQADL
zVAD death inh: L929 zVAD cell death inhibition. L929 zVAD necroptosis rescue, ATP luminescence, 24 h; with zVAD 60 µM. actives 0.38% (n = 220,000). viability rescue, % at 10 µM;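 active = activation, scaled between plate controls, above about 75%, limit read from the data; inactive = activation under that limit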;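 note: 0% = zVAD with DMSO and 100% = DMSO alone without zVAD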
Numbers without * were called inactive; . = no result given; & = joins results of further samples.

Values in the order: CHOP inh, TNF death inh, Wee1 stabilizer, FXIIa inh 1536, PPC-1+TRAIL kill, Tb hexokinase, FXIa inh 1536, PGE2 EP2 inh, zVAD death inh
1: CCOC(=O)Cc1csc(SC(C)C(=O)Nc2ccc(NC(C)=O)cc2)n1 (stereo not given)
  1, 1.0, 0, 9, 2, -2, -4, 4, 0.2
2: O=C1CC(c2cccs2)c2cc3c(cc2N1)OCCO3 (stereo not given)
  -1, -7.7, 1, 4, 9, -4, 2, 9, 0.8
3: C/C(=N\NC(=O)CN1CCN(Cc2ccccc2)CC1)c1ccncc1
  10, 0.2, 5, 0, 15, 4, -11, 3, 0.6
4: Cc1c(NC(=O)N(C)C)c(=O)n(-c2ccccc2)n1C
  -5, -1.1, 3, 30, 10, -1, 22, 8, -0.5
5: CCn1c(COc2c(C)cccc2C)nnc1SCC(=O)N1CCN(c2ccccc2)CC1
  51, -7.9, -2, 19, 14, -4, 12, 13, -0.1
6: CSc1cc(C)n(-c2ccccc2C)c(=S)c1C(C)=O
  7, -2.0, 0, 10, 28, -24, 2, 12, -0.3
7: Cc1ccc(Cl)cc1NC(=O)c1cccc(OC(F)F)c1
  9, 0.2, -1, 14, -4, -6, 8, 5, -0.8
8: CCOc1cc(NC(=S)NCCCN2CCOCC2)c(OCC)cc1NC(=O)c1ccc(C)cc1
  5, 4.5, 1, 52*, 13, 1, 27, 7, -1.6
9: COc1ccc(NC(=O)[C@@H](NC(=O)c2ccccc2)C(C)C)cc1S(=O)(=O)N1CCCCC1
  11, 2.5, 2, 6, -3, 24, 0, 15, -0.7
10: Cc1ccc(S(=O)(=O)c2c(N)n(Cc3ccco3)c3nc4ccccc4nc23)cc1
  74*, -2.0, 3, 7, -8, -16, 4, 4, 1.1
11: CCc1cc(C(=O)N2CCCC(CCC(=O)N3CCN(c4ccccn4)CC3)C2)no1 (stereo not given)
  -4, -1.2, 3, 17, 12, 1, 4, 6, -1.3
12: CCc1cccc(C)c1NC(=O)CN1C(=O)NC(Cc2ccccc2)C1=O (stereo not given)
  -4, -0.4, 2, 7, -6, -1, -1, 6, 0.3
13: COc1ccc(S(=O)(=O)Nc2cc(Sc3ncn[nH]3)c(O)c3ccccc23)cc1
  18, -21, -2, 1, 21, 15, 5, ., 0.3
14: COc1ccc(N2CCN(C(=O)c3ccccc3F)CC2)c([N+](=O)[O-])c1
  19, -0.3, 5, 8, -6, 4, 1, 12, -0.3
15: Cc1cc(C)nc(SCC(=O)Nc2ccc(S(=O)(=O)Nc3nccs3)cc2)n1
  1, -1.5, -2, -13, 24, 2, -5, 6, 1.1

The closing four compounds of the part before come first, to join the parts:
Values in the order: CHOP inh, TNF death inh, Wee1 stabilizer, FXIIa inh 1536, PPC-1+TRAIL kill, Tb hexokinase, FXIa inh 1536, PGE2 EP2 inh, zVAD death inh
12: CCc1cccc(C)c1NC(=O)CN1C(=O)NC(Cc2ccccc2)C1=O (stereo not given)
  -4, -0.4, 2, 7, -6, -1, -1, 6, 0.3
13: COc1ccc(S(=O)(=O)Nc2cc(Sc3ncn[nH]3)c(O)c3ccccc23)cc1
  18, -21, -2, 1, 21, 15, 5, ., 0.3
14: COc1ccc(N2CCN(C(=O)c3ccccc3F)CC2)c([N+](=O)[O-])c1
  19, -0.3, 5, 8, -6, 4, 1, 12, -0.3
15: Cc1cc(C)nc(SCC(=O)Nc2ccc(S(=O)(=O)Nc3nccs3)cc2)n1
  1, -1.5, -2, -13, 24, 2, -5, 6, 1.1
16: Cc1ccc(S(=O)(=O)N(C)Cc2nc(-c3ccc(Br)cc3)no2)cc1
  83*, -0.1, 1, 10, 6, 10, 3, 9, 1.4
17: COc1ccc(CC(=S)N2CCOCC2)cc1OC
  12, -1.9, 4, 8, 10, 0, -2, 3, 0.0
18: CC(=O)Nc1c(O)nc(SCc2ccccc2C#N)[nH]c1=O
  16, 1.3, -1, 9, -18, 24, 4, 8&5, 0.0
19: CCc1nc(NCCCN2CCOCC2)c2oc3ccccc3c2n1
  24, 1.2, -2, 5, -12, 4, 5, 11, 0.4
20: COC(=O)CNC(=O)CSc1ccccn1
  4, 0.9, -2, 5, -7, 33, 13, 3, 0.2
21: Cc1nc([N+](=O)[O-])nn1C12CC3CC(CC(Br)(C3)C1)C2
  -28, -2.8, 0, -2, 0, 1, -11, 4, 0.0
22: Nc1ncnc(Nc2cccc(Cl)c2Cl)n1
  10, 0.3, -3, 3, 15, 1, 0, 8, 1.4
23: O=C(NCCc1c[nH]c2ccccc12)c1ccc(S(=O)(=O)NCc2ccco2)cc1
  -18, -1.2, -1, 10, 9, -2, 4, 19, 7.3
24: O=C(Nc1cccnc1)C1=NN(C2CCS(=O)(=O)C2)C(=O)CC1 (stereo not given)
  1, 0.5, -1, 15, 9, -7, -2, 2, -0.1
25: CNC(=O)NC(=O)COC(=O)CCc1nc(=O)c2ccccc2n1C
  -8, 0.3, -3, 6, 5, -5, -1, 5, 2.2
26: O=C(N/N=C/c1ccc([N+](=O)[O-])cc1)c1cc2ccccc2o1
  14, 2.0, 0, 11, 2, -46, 2, 8, 0.0
27: CCSc1nnc(NC(=O)c2csc3c2CCC(C)C3)s1 (stereo not given)
  40, -0.1, 1, 5, 13, -1, -7, 5, 0.1
28: N#Cc1ccccc1NC(=O)COC(=O)c1ccc2c(c1)OCCO2
  30, 0.3, -2, 15, 4, 22, -5, 16, 0.8
29: c1ccc(-c2csc3ncnc(N4CCOCC4)c23)cc1
  35, 0.3, -4, 7, ., -2, -2, 8, 1.4
30: CC(=O)N(Cc1ccccc1)c1ccccc1C(=O)O
  7, 1.9, -2, -3, 10, -12, -7, 11, 0.9

Another view of four compounds above.
27	CCSc1nnc(NC(=O)c2csc3c2CCC(C)C3)s1 (stereo not given)
  CHOP inh = 40; TNF death inh = -0.1; Wee1 stabilizer = 1; FXIIa inh 1536 = 5; PPC-1+TRAIL kill = 13; Tb hexokinase = -1; FXIa inh 1536 = -7; PGE2 EP2 inh = 5; zVAD death inh = 0.1

28	N#Cc1ccccc1NC(=O)COC(=O)c1ccc2c(c1)OCCO2
  CHOP inh = 30; TNF death inh = 0.3; Wee1 stabilizer = -2; FXIIa inh 1536 = 15; PPC-1+TRAIL kill = 4; Tb hexokinase = 22; FXIa inh 1536 = -5; PGE2 EP2 inh = 16; zVAD death inh = 0.8

29	c1ccc(-c2csc3ncnc(N4CCOCC4)c23)cc1
  CHOP inh = 35; TNF death inh = 0.3; Wee1 stabilizer = -4; FXIIa inh 1536 = 7; PPC-1+TRAIL kill = .; Tb hexokinase = -2; FXIa inh 1536 = -2; PGE2 EP2 inh = 8; zVAD death inh = 1.4

30	CC(=O)N(Cc1ccccc1)c1ccccc1C(=O)O
  CHOP inh = 7; TNF death inh = 1.9; Wee1 stabilizer = -2; FXIIa inh 1536 = -3; PPC-1+TRAIL kill = 10; Tb hexokinase = -12; FXIa inh 1536 = -7; PGE2 EP2 inh = 11; zVAD death inh = 0.9

Later entries.
Screens by letter: A = CHOP inh; B = TNF death inh; C = Wee1 stabilizer; D = FXIIa inh 1536; E = PPC-1+TRAIL kill; F = Tb hexokinase; G = FXIa inh 1536; H = PGE2 EP2 inh; I = zVAD death inh
31) COc1ccc(-c2nn(CCC(=O)O)cc2CCC(=O)O)cc1
  A: 4	B: -1.8	C: -1	D: 5	E: 3	F: 1	G: 0	H: 1	I: 0.3

32) Cc1c(C(=O)NCc2ccccn2)sc2nc(-c3ccccc3)cn12
  A: 13	B: 1.2	C: 3	D: 13	E: 23	F: 0	G: 7	H: 9	I: 5.4

33) CCCCOc1ccc(CSCCNC(=S)Nc2ccccc2)cc1
  A: 28	B: -4.4	C: -1	D: 7	E: -20	F: 4	G: -1	H: 11	I: -0.3

34) O=c1c2ccccc2nnn1COc1ccc(F)cc1Cl
  A: -8	B: 5.2	C: -2	D: -2	E: 9	F: -2	G: 7	H: 6	I: 2.5

35) c1ccc(-c2ccc3nnnn3n2)cc1
  A: -5	B: -0.1	C: 0	D: 5	E: 14	F: -7	G: 0	H: 8	I: 0.2

36) Cc1cc(NC(=O)Cn2cnc3c(nnn3-c3cccc(F)c3)c2=O)no1
  A: -14	B: 1.7	C: 0	D: 5	E: -11	F: -1	G: 0	H: 6	I: 0.9

37) Cc1ccc(N2CC(C(=O)OCC(=O)C(C)(C)C)CC2=O)cc1 (stereo not given)
  A: 24	B: 1.6	C: 2	D: 7	E: 3	F: 5	G: -2	H: 9	I: 2.9

38) COC(=O)c1ccc(OC(=O)C23CCC(C)(C(=O)O2)C3(C)C)cc1 (stereo not given)
  A: 14	B: -0.3	C: -4	D: 12	E: 8	F: -8	G: -3	H: 1	I: 2.0

39) O=C1CC(NC23CC4CC(CC(C4)C2)C3)C(=O)N1c1ccc2c(c1)OCO2 (stereo not given)
  A: 33	B: -0.1	C: -5	D: -15	E: -12	F: -5	G: -9	H: 5	I: -0.1

40) C#CCOc1ccc(/C=C2\SC(=S)N(Cc3cccnc3)C2=O)cc1
  A: -8	B: -3.8	C: -3	D: 14	E: -4	F: 1	G: 11	H: 8	I: -1.0

41) O=C(Nc1cccc(S(=O)(=O)N2CCCC2)c1)C1CCCN1C(=O)c1cccs1 (stereo not given)
  A: 7	B: 2.2	C: -1	D: 10	E: -10	F: -8	G: 2	H: 2	I: -0.9

42) O=C(NC(NC(=S)N1CCOCC1)C(Cl)(Cl)Cl)c1ccc(Cl)cc1 (stereo not given)
  A: 42	B: 1.3	C: 2	D: 9	E: 0	F: 1	G: 0	H: 4	I: 6.3

43) Cc1cc(NC(=O)c2ccc3c(c2)C(=O)N(C)C3=O)no1
  A: 41	B: -0.7	C: 1	D: 13	E: 24	F: -9	G: 0	H: 6	I: -1.0

44) CCOC(=O)c1sc(=S)n(C)c1NC(=O)c1ccc(OC)cc1
  A: 6	B: 0.6	C: -1	D: 0	E: -2	F: -22	G: -2	H: 13	I: 0.1

45) CCOC(=O)c1c(NC(=S)Nc2ccccc2)sc(C)c1C
  A: -22	B: 0.2	C: -1	D: 19	E: -6	F: -17	G: 9	H: 9	I: 0.0

46) O=C(NC1CC1)c1sc2cc([N+](=O)[O-])ccc2c1Cl
  A: 31	B: -2.7	C: 1	D: 4	E: 5	F: -12	G: -1	H: 14	I: -0.3

47) CCCN(CCC)CCNC(=S)Nc1ccc2nc3n(c(=O)c2c1)CCCCC3
  A: 4	B: 1.3	C: -2	D: 10	E: -8	F: -11	G: 0	H: 15	I: -0.2

48) Nc1ncc(-c2ccccc2)n1CC1CCCO1 (stereo not given)
  A: 59	B: 0.4	C: -2	D: 13	E: 17	F: 14	G: -16	H: 6	I: 0.1

49) Cc1ccc(-c2csc(NC(=O)CSc3nc(C)cs3)n2)cc1
  A: 32	B: -2.7	C: 2	D: 12	E: 8	F: 23	G: 0	H: 21	I: -1.5

50) O=C1CCC(=O)N1CNc1ccc(Oc2ccccc2)cc1
  A: -8	B: -12	C: 1	D: 19	E: 20	F: 7	G: 2	H: 7	I: 0.4

51) Cc1nc(CS(=O)(=O)c2ccccc2)cc(N2CCOCC2)n1
  A: 2	B: -4.3	C: -1	D: -1	E: -2	F: -8	G: -9	H: 13	I: -0.1

52) Cc1ccc(-n2nc(C(=O)N3CCN(C)CC3)c3c4ccccc4n(C)c3c2=O)cc1
  A: .	B: 1.0	C: 1	D: .	E: .	F: -12	G: .	H: 11	I: 0.1

53) N#C/C(=C\c1ccc[nH]1)C(=O)NC1CC1
  A: 21	B: 0.5	C: -2	D: 9	E: -2	F: -42	G: -5	H: 18	I: 0.4

Source: PubChem BioAssay (several laboratories)

The list is partial; the hit share may differ from the screen's.
